SIAE inh: human SIAE inhibition, primary screen. inhibition, % at 9.66 µM. SIAE FP-Rh probe binding, fluorescence polarization. 370,000 tested, 0.69% active;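 active = inhibition above a cutoff: mean of compounds within the control limits plus 3 SD of those, cut at about 17% in these data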;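 also: 0% = plate median of compound wells and 100% = probe without SIAE protein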
LEDGF integ inh: blocks HIV-1 LEDGF/p75-dependent DNA integration; 370,000 tested, 0.64% active; inhibition, % at 3.7 µM; TR-FRET IN-LEDGF/p75 DNA integration, Eu/Cy5;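 active = inhibition above the screen-wide mean plus 3 SD, cut at about 13% in these data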;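 also: signal is the Cy5 over europium emission ratio at 671 and 618 nm; 0% = plate median of compound wells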
ABHD4 inh: inhibits mouse alpha/beta hydrolase domain 4 | Q8VD66 | purified mABHD4, FP-Rh probe fluorescence polarization | inhibition, % at 8.92 µM | 370,000 tested, 0.54% active;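 active = inhibition exceeding the mean over every tested compound plus 3 SD, cut at about 30% in these data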;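 also: 0% = plate median of compound wells and 100% = S159A mutant with DMSO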
Target sequence (Q8VD66 whole entry, looked up, the tested form may be a part): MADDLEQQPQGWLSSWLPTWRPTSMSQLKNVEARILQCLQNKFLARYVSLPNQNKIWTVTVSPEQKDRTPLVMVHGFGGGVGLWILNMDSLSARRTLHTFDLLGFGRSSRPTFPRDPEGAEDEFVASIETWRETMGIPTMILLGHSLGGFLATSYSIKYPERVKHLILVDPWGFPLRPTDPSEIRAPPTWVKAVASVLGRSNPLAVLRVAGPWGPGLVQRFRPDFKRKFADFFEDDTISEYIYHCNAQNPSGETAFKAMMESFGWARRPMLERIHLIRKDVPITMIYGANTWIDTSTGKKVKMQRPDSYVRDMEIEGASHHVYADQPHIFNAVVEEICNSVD
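Test system: mABHD4 protein; Read-out basis: % inhibition; Incubation: 45 min + 60 min at 25 °C; Repeats: single replicate; Technique: fluorescence polarization with parallel and perpendicular emission, 525/598 nm; Compound: 8.92 µM, single dose; Benchmarks: full inhibition S159A mutant plus DMSO, zero as sample-well median.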
Tn7 DDE FP: DD(E)-Tn7 binding inhibition, primary FP screen. P02675. FP displacement of FITC-Tn7 peptide from fibrin DD(E); 0% = median of compound wells per plate. inhibition, % at 8.3 µM. 370,000 tested, 0.13% active. AID 720508;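 active = inhibition above the mean of compounds falling within the control limits plus 3 SD of them, cut at about 14% in these data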;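 also: 0% = plate median of compound wells and 100% = 10 µM Aha-Tn7 peptide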
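Test system: human clot-derived fibrin DD(E) complex / Quantity: 2 µM final DD(E) protein / Incubation: 10 min plus 3 h, room temperature / Measured by: fluorescence polarization / Benchmarks: high control of 10 µM Aha-Tn7 peptide / Replicates: singlicate testing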
PRMT1 inh: inhibitors of human PRMT1; inhibition, % at 2.79 µM; Q99873; recombinant PRMT1, activity-based probe fluorescence polarization; 370,000 tested, 1.3% active;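 active = inhibition above about 21% made by adding two undisclosed values, limit read from the data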
Target sequence (Q99873 whole entry, looked up): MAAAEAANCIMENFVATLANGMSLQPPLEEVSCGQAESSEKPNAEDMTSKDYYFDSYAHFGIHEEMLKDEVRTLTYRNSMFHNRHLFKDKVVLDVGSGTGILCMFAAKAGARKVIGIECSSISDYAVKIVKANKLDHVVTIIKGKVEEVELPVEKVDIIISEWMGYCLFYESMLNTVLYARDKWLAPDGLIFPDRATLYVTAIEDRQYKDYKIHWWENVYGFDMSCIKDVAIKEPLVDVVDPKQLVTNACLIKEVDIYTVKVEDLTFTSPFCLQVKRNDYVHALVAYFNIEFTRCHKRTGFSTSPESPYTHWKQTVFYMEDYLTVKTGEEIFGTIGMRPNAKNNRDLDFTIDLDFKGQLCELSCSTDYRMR
TCR CD3 inh: inhibitors of human TCR-CD3 interaction; 360,000 tested, 0.37% active; inhibition, % at 9.4 µM; TAMRA-labeled TCR probe fluorescence, biochemical; AID 651800; in the data active = inhibition above about 19%;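 also: recombinant mutant TCR 2C K166C tagged with TAMRA read by polarization; 0% = receptor in buffer alone and 100% = receptor with positive control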
UHRF1 binding: blocks human UHRF1 binding to methylated DNA; UHRF1 binding to methylated oligo, TR-FRET; inhibition, % at 4.4 µM; Q96T88; 370,000 tested, 0.75% active; in the data active = inhibition above about 21%;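 also: UHRF1 SRA domain binding a hemimethylated CpG hairpin DNA probe; 0% = median of test compound wells and 100% = reference inhibitor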
PG9 binder: PG9 antibody binding by small molecule; inhibition, % at 6.7 µM; 360,000 tested, 0.43% active; TR-FRET gp120-PG9 antibody binding; AID 624416; in the data active = inhibition above about 8.5%
HTRA1 inhibitor: inhibitors of human serine peptidase HTRA1; recombinant HTRA1, FP-rhodamine activity-based probe, fluorescence polarization; 340,000 tested, 0.5% active; AID 504803; inhibition, % at 5.96 µM; in the data active = inhibition above about 36%;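 also: 0% = enzyme with DMSO and 100% = wells lacking enzyme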
TDP2 inh: blocks human TDP2 phosphodiesterase activity; 370,000 tested, 0.34% active; recombinant TDP2, T5PNP hydrolysis, p-nitrophenol absorbance 415 nm; inhibition, % at 12.8 µM; O95551; AID 720702;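 active = inhibition above the mean of all tested compounds plus 3 SD, set per campaign, cut at about 25% in these data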;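 also: 0% = DMSO with enzyme and 100% = buffer with substrate but no TDP2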
Target sequence (O95551 whole entry, looked up): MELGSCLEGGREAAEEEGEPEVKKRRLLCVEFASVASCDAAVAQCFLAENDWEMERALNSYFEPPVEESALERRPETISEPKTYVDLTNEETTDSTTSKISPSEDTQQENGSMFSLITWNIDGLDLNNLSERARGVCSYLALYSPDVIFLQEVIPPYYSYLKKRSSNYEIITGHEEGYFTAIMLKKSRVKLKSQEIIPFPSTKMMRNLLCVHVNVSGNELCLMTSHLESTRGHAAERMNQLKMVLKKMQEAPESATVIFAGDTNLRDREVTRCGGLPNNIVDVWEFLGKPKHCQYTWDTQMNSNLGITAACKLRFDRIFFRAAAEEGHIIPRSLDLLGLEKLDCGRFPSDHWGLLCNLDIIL
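System: recombinant human TDP2 / Amount: 120 nM TDP2 per well / Also added: 5 mM T5PNP chromogenic substrate / Doses: 12.8 µM single point, 1% DMSO / Incubation: 2 h at 37 °C / Detection: p-Nitrophenol epi absorbance / Evaluation: % inhibition relative to enzyme-containing and enzyme-free wells / Repeats: singlicate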
An asterisk follows results filed as active; / = not tested or not shown.

Start of the data: the first nine records, ahead of the listing:
1. CC(=C\C(=O)O)/C(=C/c1ccco1)C(=O)O
2. O=C(Nc1cccc(F)c1)C1CC(=O)N(c2ccc(Br)cc2)C1 (configuration not stated)
3. CC1CN(C(=S)Nc2ccccc2F)CC(C)O1 (configuration not stated)
4. C=C1C(=O)OC2C=C(CO)C3OC3C3OC3(C)CC(OC(=O)/C(=C/C)COC(C)=O)C12 (configuration not stated)
5. COC(=O)COc1cccc2c(=O)n(CC(=O)N3CCC(C)CC3)ccc12
6. COc1ccc(-c2nc(CCNS(=O)(=O)c3ccc4c(c3)OCCO4)cs2)cc1
7. O=C(Nc1c2c(nn1-c1ccc([N+](=O)[O-])cc1)CS(=O)(=O)C2)C1CC1
8. COc1ccccc1C(=O)NC(=S)N1CCc2ccccc21
9. O=C(CC1CCCC1)N[C@H](C(=O)N1CCC[C@H]1C(=O)NCCc1ccccc1Cl)c1ccccc1
assay / compound	1	2	3	4	5	6	7	8	9
Tn7 DDE FP	-2	1	-6	-2	7	4	2	-7	-5
PRMT1 inh	14	0	3	8	-1	6	-5	1	1
ABHD4 inh	-6	-3	6	-8	-6	-14	2	1	4
UHRF1 binding	5	-4	0	0	1	6	-3	-4	-2
TCR CD3 inh	-2	-1	2	3	-11	-10	0	4	-6
HTRA1 inhibitor	4	-16	11	5	-3	-10	-3	-8	/
SIAE inh	-1	-1	-3	2	-2	-2	-6	2	9
LEDGF integ inh	6	4	0	3	2	-3	-1	3	0
TDP2 inh	-3	-2	19	9	-14	-6	-5	4	7
PG9 binder	-0.9	-1.9	1.7	0.1	0.9	-0.3	-1.4	0.0	-0.1

This part in full, repeating the preview:
1. CC(=C\C(=O)O)/C(=C/c1ccco1)C(=O)O
2. O=C(Nc1cccc(F)c1)C1CC(=O)N(c2ccc(Br)cc2)C1 (configuration not stated)
3. CC1CN(C(=S)Nc2ccccc2F)CC(C)O1 (configuration not stated)
4. C=C1C(=O)OC2C=C(CO)C3OC3C3OC3(C)CC(OC(=O)/C(=C/C)COC(C)=O)C12 (configuration not stated)
5. COC(=O)COc1cccc2c(=O)n(CC(=O)N3CCC(C)CC3)ccc12
6. COc1ccc(-c2nc(CCNS(=O)(=O)c3ccc4c(c3)OCCO4)cs2)cc1
7. O=C(Nc1c2c(nn1-c1ccc([N+](=O)[O-])cc1)CS(=O)(=O)C2)C1CC1
8. COc1ccccc1C(=O)NC(=S)N1CCc2ccccc21
assay / compound	1	2	3	4	5	6	7	8
Tn7 DDE FP	-2	1	-6	-2	7	4	2	-7
PRMT1 inh	14	0	3	8	-1	6	-5	1
ABHD4 inh	-6	-3	6	-8	-6	-14	2	1
UHRF1 binding	5	-4	0	0	1	6	-3	-4
TCR CD3 inh	-2	-1	2	3	-11	-10	0	4
HTRA1 inhibitor	4	-16	11	5	-3	-10	-3	-8
SIAE inh	-1	-1	-3	2	-2	-2	-6	2
LEDGF integ inh	6	4	0	3	2	-3	-1	3
TDP2 inh	-3	-2	19	9	-14	-6	-5	4
PG9 binder	-0.9	-1.9	1.7	0.1	0.9	-0.3	-1.4	0.0

9. O=C(CC1CCCC1)N[C@H](C(=O)N1CCC[C@H]1C(=O)NCCc1ccccc1Cl)c1ccccc1
10. O=C(CCc1nnc2ccc(NCc3ccccc3Cl)nn12)NC1CCCC1
11. O=C(Nc1ccnn1C1CCN(C2CCCC2)CC1)c1ccccc1Cl
12. COc1ccc(S(=O)(=O)N2CCc3ccccc32)cc1C(=O)NCCc1ccc(S(N)(=O)=O)cc1
13. N#CCCN(Cc1ccccc1)C(=O)Nc1ccc(F)cc1
14. COc1cccc(N2C(=O)CC(N3CCN(c4ccc([N+](=O)[O-])cc4)CC3)C2=O)c1 (configuration not stated)
15. COc1ccc2nc(C)cc(SCC(=O)N/N=C/c3ccc(O)c(O)c3)c2c1
16. CC(=O)Nc1ccc(NC(=O)Nc2ccc3c(c2)N(C)C(=O)CS3)cc1
assay / compound	9	10	11	12	13	14	15	16
Tn7 DDE FP	-5	-5	-1	5	-3	5	7	-1
PRMT1 inh	1	-3	-3	-4	-4	-1	6	-1
ABHD4 inh	4	-6	2	-3	-1	4	18	1
UHRF1 binding	-2	-2	-1	1	0	-2	1	0
TCR CD3 inh	-6	4	5	4	0	3	40*	1
HTRA1 inhibitor	/	4	2	-6	-1	6	38*	7
SIAE inh	9	-5	-2	-1	-2	1	-5	-2
LEDGF integ inh	0	3	1	0	0	-3	3	-1
TDP2 inh	7	23	5	4	10	-10	5	0
PG9 binder	-0.1	-1.3	-2.8	-0.4	-3.9	-0.4	-0.1	1.9

17. C/C(CC(=O)NC1CCCC1)=N\NC(=O)c1ccc([N+](=O)[O-])c(Cl)c1
18. CN1/C(=C\C(=O)Nc2cccnc2)c2ccccc2CC1(C)C
19. O=C(Nc1ccc(N2CCN(C(=O)c3ccco3)CC2)cc1)C(c1ccccc1)c1ccccc1
20. O=C(NCCN1CCOCC1)c1cn(CCc2ccccc2)nn1
21. COc1ccc(-n2ncc3c(N4CCC(C(N)=O)CC4)ncnc32)cc1
22. CC(C)c1c(Cl)c(O)c(-c2ccccc2)c(=O)n1-c1ccc(F)cc1
23. CC(C)COCc1ccc(O)c2ncccc12
24. O=C(N[C@@H]1C/C=C\C[C@@H](CC(=O)N(CCO)Cc2ccccc2)C(=O)NC[C@H](c2ccccc2)OC1=O)OCC1c2ccccc2-c2ccccc21
assay / compound	17	18	19	20	21	22	23	24
Tn7 DDE FP	-10	-7	0	-2	5	3	-2	-5
PRMT1 inh	-1	-4	-2	-2	-1	1	4	-2
ABHD4 inh	-2	8	6	-2	0	-4	4	-6
UHRF1 binding	-5	3	-2	-3	1	-2	14	0
TCR CD3 inh	6	8	1	5	1	3	5	4
HTRA1 inhibitor	-1	4	-5	2	4	2	18	-14
SIAE inh	-8	7	4	2	5	10	10	12
LEDGF integ inh	4	1	1	-2	-1	5	-2	0
TDP2 inh	-16	-4	4	-10	-5	4	4	-2
PG9 binder	-3.7	-1.3	-1.8	-0.6	-2.6	-1.4	-2.1	-1.0

25. CCC(=O)NS(=O)(=O)c1cccnc1Nc1ccccc1Cl
26. COc1ccc(C(=O)Cn2cnc3ccccc3c2=O)c(OC)c1
27. CC(S(=O)(=O)c1ccccc1)S(=O)(=O)c1ccccc1
28. CCC(C(=O)OCC(=O)c1ccc2c(c1)NC(=O)CO2)c1ccccc1 (configuration not stated)
29. O=[N+]([O-])c1ccccc1S(=O)(=O)n1cnc2ccccc21
30. Cc1ccc(CCNC(=O)C2CC(c3cc(C(F)(F)F)cc(C(F)(F)F)c3)=NO2)cc1 (configuration not stated)
31. Cc1cccn2c(CNC3CCCc4ccccc43)c(C(=O)N3CCCCC3)nc12 (configuration not stated)
32. CC1CCc2nn(CC(=O)NCc3ccc4c(c3)OCO4)cc2C1 (configuration not stated)
assay / compound	25	26	27	28	29	30	31	32
Tn7 DDE FP	10	5	5	4	2	5	5	2
PRMT1 inh	1	-4	-1	-2	-5	-2	-4	3
ABHD4 inh	-4	-10	5	-2	-2	-5	-1	-1
UHRF1 binding	5	3	-1	-1	0	-1	-3	1
TCR CD3 inh	-9	0	-5	5	6	3	2	-6
HTRA1 inhibitor	0	2	0	-8	/	-2	3	4
SIAE inh	2	3	1	7	5	-4	12	-2
LEDGF integ inh	-1	3	1	-1	-2	-1	6	-4
TDP2 inh	-8	5	3	9	-11	-3	9	0
PG9 binder	-1.0	0.1	1.5	-0.3	-2.9	0.3	1.7	-1.2

33. CC(=O)N1CCC(C(=O)N2c3ccccc3N=C(c3ccc(C(F)(F)F)cc3)C2C(=O)NC(C)(C)C)CC1 (configuration not stated)
34. O=C(Nc1cccc(C(F)(F)F)c1)Nn1cnnc1
35. COc1cccc(CNS(=O)(=O)c2ccc(N3CCCC3=O)cc2)c1
36. COc1ccc(N/N=C(\C=N\O)C(=O)c2ccc(OC)cc2)cc1
37. CCN(CC)CC1CN(N=Cc2ccc([N+](=O)[O-])o2)C(=O)O1 (configuration not stated)
38. Cn1c(=O)c2c(nc(NCc3cccnc3)n2Cc2ccccc2Cl)n(C)c1=O
39. Cc1ccc(C)c(OCCC(=O)Nc2ccc3c(c2)OCO3)c1
40. O=C(Nc1ccnc(-c2cccnc2)n1)c1ccc(Cl)c(Cl)c1
assay / compound	33	34	35	36	37	38	39	40
Tn7 DDE FP	6	4	-5	3	8	2	1	-1
PRMT1 inh	-1	-2	2	0	0	1	2	-1
ABHD4 inh	-2	3	6	-2	-10	-3	1	4
UHRF1 binding	0	-1	0	-2	-4	-1	-1	-1
TCR CD3 inh	1	1	-1	-3	7	-2	-2	1
HTRA1 inhibitor	/	0	2	-6	2	9	2	-6
SIAE inh	-1	-4	-4	3	2	2	-3	-2
LEDGF integ inh	-3	4	-5	2	-2	-5	-1	0
TDP2 inh	-4	-4	-3	7	-1	3	1	-4
PG9 binder	-0.2	-0.7	0.6	-3.0	0.8	-0.9	-0.2	-0.7

41. C=CCN(c1ccccc1)S(=O)(=O)c1cccc(C(=O)OCC(=O)NCCOC)c1
42. O=C(O)c1cccc(COCC(F)(F)C(F)F)c1
43. Cc1cc2cc(C(c3nnnn3CC3CCCO3)N3CCCc4ccccc43)c(=O)[nH]c2cc1C (configuration not stated)
44. CC1(C)CC(=O)C=C(C(=O)N2CCCC(C(=O)c3cc(F)ccc3F)C2)O1 (configuration not stated)
45. Cc1ccc(NS(=O)(=O)c2ccc3[nH]c(=O)sc3c2)cc1
46. OC(c1ccc(Cl)c(F)c1)c1ncc(-c2ccc(F)cc2)[nH]1 (configuration not stated)
47. CC1(C(=O)NNC(=O)c2cccc([N+](=O)[O-])c2)CC1Br (configuration not stated)
48. CC(C)(C)OC(=O)N(CC1CCNCC1)C(=O)c1[nH]c(C(F)(F)F)nc1-c1ccccc1
49. CN(Cc1ccccc1Cl)C(=O)C1CC(=O)N(c2ccc3c(c2)OCCO3)C1 (configuration not stated)
50. Cc1cc(=O)oc2c3c(cc(OCC(=O)NCC(=O)O)c12)OC(C)(C)CC3
assay / compound	41	42	43	44	45	46	47	48	49	50
Tn7 DDE FP	-5	4	4	0	-4	5	-2	-3	0	8
PRMT1 inh	-2	-2	13	4	-2	-4	1	-1	0	2
ABHD4 inh	-5	-1	5	6	-9	-16	-5	2	2	4
UHRF1 binding	0	-3	-8	0	-3	1	4	1	-1	1
TCR CD3 inh	0	2	-7	-1	3	6	-5	0	1	3
HTRA1 inhibitor	-3	6	10	-1	-7	/	0	/	-1	-2
SIAE inh	4	-5	-1	12	-8	-9	4	2	9	2
LEDGF integ inh	1	-2	1	-2	5	3	-2	-3	3	2
TDP2 inh	5	-1	-2	4	11	7	1	2	19	-7
PG9 binder	-2.2	-1.0	-0.4	0.9	-0.1	-1.1	0.9	1.4	0.0	-0.5

Bioassay records: PubChem, The Scripps Research Institute Molecular Screening Center
